PAX8 reporter – inhibitors of PAX8-driven TPO luciferase reporter, primary screen, RMG-I cells, single concentration; 1.2% of 360,000 active; inhibition, % at 12.6 µM; SteadyGlo, 24 h; AID 652154, 2013;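 active = mean replicate inhibition at least 60% with every replicate also reaching 60%; inconclusive = only one of the two criteria is met; inactive = mean below 60% and not all replicates reaching 60%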;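 note: luciferase light reporting Pax8 driven TPO promoter activity; plate controls were median of neutral control wells for no effect and mitoxantrone controls for full effect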
LGR2 inh – inhibitors of bursicon-induced LGR2 CRE-luciferase signal, primary screen, cell-based, HEK293, CRE-luciferase reporter, bursicon stimulation | Drosophila bursicon receptor LGR2 (rickets) | bursicon-stimulated, 4 h | inhibition, % at 9.99 µM | 0.35% of 380,000 active | AID 720647, 2013;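 active = drop in luminescence signal, shown as inhibition above about 50% in the replicate tests, limit read from the data, passing the limit was not always enough; inconclusive = probably only some replicates passing the limit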;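 note: agonist challenge used bursicon conditioned medium at about half maximal strength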
Casp6 inh – human caspase-6 inhibitors, primary screen, biochemical, VEID-R110 fluorescence, single point, set 2; 0.53% of 350,000 active; AID 686996, 2013; P55212; purified caspase-6, Z-VEID-R110 cleavage fluorescence; inhibition, % at 12.5 µM;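 active = mean inhibition across replicates at least about 35%, with every replicate also reaching that limit, limit read from the data; inconclusive = only one of the two criteria met; inactive = neither criterion met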;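 note: 0% = median of neutral control wells and 100% = no fluorescence left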
Target sequence (P55212 24-179 limits assumed): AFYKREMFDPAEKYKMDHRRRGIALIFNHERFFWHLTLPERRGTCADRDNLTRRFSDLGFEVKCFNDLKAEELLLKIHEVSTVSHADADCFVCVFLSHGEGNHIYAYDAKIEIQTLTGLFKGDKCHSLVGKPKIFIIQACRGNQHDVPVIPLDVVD
Target sequence (P55212 194-293 limits assumed): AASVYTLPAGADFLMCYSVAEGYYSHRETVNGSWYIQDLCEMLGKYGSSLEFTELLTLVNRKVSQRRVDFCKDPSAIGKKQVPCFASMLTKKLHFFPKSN
DENV2 CPE rescue – inhibitors of DENV2 cytopathic effect, primary screen, cell-based, plate reader, single concentration. DENV2-infected cells, cytopathic effect rescue. CPE inhibition, % at 9.99 µM. 1.7% of 350,000 active. AID 651640, 2012; in the data active = CPE inhibition above about 20%, passing the limit was not always enough; inconclusive = no clear call, values can overlap the other calls; tested in BHK-21 cells;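 note: 0% = median of neutral control wells and 100% = median of positive control wells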
ARNT-TACC3 inh – disruptors of ARNT/TACC3 protein interaction, primary screen, biochemical, AlphaScreen, single concentration. AlphaScreen His-ARNT PAS-B/GST-TACC3 binding, luminescence; TACC3 fragment carries E629A point mutation. inhibition, % at 9.99 µM. 0.66% of 390,000 active. AID 623870, 2012;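 active = mean inhibition of replicates at least 50% and at least half of replicates each reaching 50%; inconclusive = half or more replicates reach 50% but mean below 50%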;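 note: 0% = complete ARNT plus TACC3 wells and 100% = ARNT alone without TACC3; many hits fall short of the cut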
SIRT5 inh – SIRT5 desuccinylase inhibitors, primary screen, biochemical, fluorescence imaging, single point, set 5; inhibition, % at 15 µM; Purified SirT5, succinyl-peptide AMC, trypsin-coupled fluorescence; AID 652115, 2013; 1.1% of 330,000 active; NAD-dependent protein deacylase sirtuin-5, mitochondrial (Homo sapiens), Q9NXA8; in the data active = inhibition above about 15%; inconclusive = no clear call, values can overlap the other calls
Target sequence (Q9NXA8 whole entry, looked up): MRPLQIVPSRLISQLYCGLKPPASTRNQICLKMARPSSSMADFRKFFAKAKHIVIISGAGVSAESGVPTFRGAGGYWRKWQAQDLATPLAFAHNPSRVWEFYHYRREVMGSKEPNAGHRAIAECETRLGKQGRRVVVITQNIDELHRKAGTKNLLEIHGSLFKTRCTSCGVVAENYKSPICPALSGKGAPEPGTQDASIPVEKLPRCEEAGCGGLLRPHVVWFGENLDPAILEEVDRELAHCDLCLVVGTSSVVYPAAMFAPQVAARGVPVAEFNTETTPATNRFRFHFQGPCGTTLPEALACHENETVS
EWS-Fli inh – EWS/Fli-driven NR0B1 reporter inhibitors, primary screen, A673 cells, NR0B1 luciferase, luminescence, MLPCN library. inhibition, % at 12.6 µM. 0.67% of 350,000 active. viability-normalised;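 active = mean inhibition of at least 50% after viability correction, with every replicate also passing that limit; inconclusive = mean reaches 50% but only one of two replicates passes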;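 note: firefly luciferase signal divided by Alamar Blue viability fluorescence both relative to DMSO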
* marks the source's active call; other numbers are inactive results; ? = inconclusive; . = no result given; & = joins results of further samples.

Values run as follows: PAX8 reporter	LGR2 inh	Casp6 inh	DENV2 CPE rescue	ARNT-TACC3 inh	SIRT5 inh	EWS-Fli inh
1) CSc1ncnc2[nH]ccc12
 : -29	-21	-1	1	4	-1	-2
2) CC(=O)Nc1ccc(SC[C@H](Cc2ccccc2)N2CC[C@@H](O)CCC2=O)cc1
 : -3	-8	1	-8	-1	-1	-10
3) O=S(=O)(N[C@@H]1CC[C@@H](CCn2cc(C3CC3)nn2)O[C@@H]1CO)c1ccc(Cl)cc1
 : 1	8	1	1	.	-5	1
4) C[C@@H]1CN([C@H](C)CO)C(=O)c2cccc(NC(=O)C3CCOCC3)c2O[C@@H]1CN(C)Cc1ccc(C(=O)O)cc1
 : -8	4	1	-2	-3	-3	-2
5) Cc1noc(C)c1NC(=O)Nc1ccc2c(c1)CC(=O)N([C@H](C)CO)C[C@@H](C)[C@@H](CN(C)Cc1ccccc1)O2
 : 1	3	-2	2	-8	1	-3
6) CCN1[C@@H]2c3ccc(-c4cccnc4)c(=O)n3C[C@@H]2[C@@H](CO)[C@@H]1C(=O)NC1CCCCC1
 : -5	13	2	4	-10	3	-4
7) Cc1ccc(/C=C/C(=O)OCC(=O)NCCN2C(=O)CSC2=O)cc1
 : 4	.	-4	-9	4	0	9
8) NC(N)=NS(=O)(=O)c1ccc(N/C=C\C(=O)c2ccncc2)cc1
 : 2	27	-2	5	.	4	6
9) N#Cc1ccc(COC(=O)CN2C(=O)NC3(CCCC3)C2=O)cc1
 : -8	10	0	-1	-3	-2	-2
10) COc1ccc(N(CC(=O)Nc2c(C)n(C)n(-c3ccccc3)c2=O)S(=O)(=O)c2ccc(C)cc2)cc1
 : 1	11	3	0	-3	3	0
11) COc1ccccc1N1CCN(C(=O)/C=C/c2ccc(C)cc2)CC1
 : 7	15	.	.	-3	.	.
12) O=C(NNC(=O)C1C2CCC(C2)C1C(=O)O)c1cccc(Cl)c1 (stereo not given)
 : 0	3	3	4	1	-2	-1
13) COCC(=O)Nc1ccc2c(c1)C(=O)N(C)C[C@H](OC)[C@@H](C)CN(Cc1ccncc1)[C@@H](C)CO2
 : -1	2	1	-8	-7	0	16
14) Cc1ccc(C(=O)NNC(=O)c2ccc(NS(=O)(=O)c3cccs3)cc2)s1
 : -6	0	1	-9	-3	1	6
15) CC1Sc2ccc(S(=O)(=O)CCC(=O)NC3CCCCCC3)cc2NC1=O (stereo not given)
 : 23	7	4	2	0	2	.

Values run as follows: PAX8 reporter	LGR2 inh	Casp6 inh	DENV2 CPE rescue	ARNT-TACC3 inh	SIRT5 inh	EWS-Fli inh
16) Cc1c(NC(=O)c2ccccc2NC(=O)COc2ccccc2)cccc1C(=O)O
 : 5	2	-1	5	2	-2	-17
17) Cc1nc(Cl)c(S(N)(=O)=O)c(C)c1Cl
 : 0	-62	3	-6	25	-2	-6
18) CC(C)(C)NC(=O)NC(=O)CN1C(=O)NC(C)(c2ccccc2)C1=O (stereo not given)
 : -2	-8	0	-6	-23	-1	2
19) COc1ccccc1C(=O)NC(=S)Nc1cc(C(=O)O)ccc1C
 : 0	.	3	2	-3	0	-10
20) COc1cc2c(cc1NC(=O)/C=C/c1ccc([N+](=O)[O-])cc1)oc1ccccc12
 : 25	-4	0	39*	.	.	-3
21) COc1ccc(Cc2c(-c3cccc(Br)c3)nc3ccc(Br)cn23)c(C)c1
 : -164	0	-5	-12	.	-1	-89
22) O=C(Nc1cccc(S(=O)(=O)N2CCCCC2)c1)C1CCC1
 : 16	7	-2	1	5	1	-2
23) O=C(c1ccc2c(Cl)c3c(nc2c1)CCCC3)N1CCN(c2ccc(F)cc2)CC1
 : 17	23	-1	14	-19	0	5
24) NC(=O)c1c(NC(=O)C(=O)NCCCN2CCOCC2)sc2c1CCCC2
 : 6	11	-16	4	0	-3	.
25) CCC(CC)COC(=O)C1=C(C)NC(=O)NC1c1ccc(OC)cc1 (stereo not given)
 : 5	0	-2	-7	-5	1	20
26) C[C@H](CO)N1C[C@H](C)[C@@H](CN(C)C(=O)CC2CC2)Oc2cc(Br)ccc2S1(=O)=O
 : -3	7&-11	1&1&1	2&-6&7	-12	-1&-4&-6	6&-3&-5
27) CC=Cc1ccc2n(c1=O)C[C@@H]1[C@@H](CO)[C@H](C(=O)NCCC)[C@H]2N1C(=O)Nc1cc(F)ccc1F (mixture of isomers)
 : .	-12	1	-1	-2	-25	-3
28) CS(=O)(=O)c1ccc2nc(NC(=O)c3cccc(Cl)c3)sc2c1
 : -39	-33	0	-3	-46	-2	-34
29) CCN1CCN(C(=S)c2ccc(-c3ccccc3)cc2)CC1
 : 13	-7	1	-3	.	-3	21
30) COc1ccc(C(=O)Cn2c(Br)nc3c2c(=O)n(C)c(=O)n3C)cc1
 : .	-7	0	4	-1	-3	10

A section from further up, for reference:
Values run as follows: PAX8 reporter	LGR2 inh	Casp6 inh	DENV2 CPE rescue	ARNT-TACC3 inh	SIRT5 inh	EWS-Fli inh
25) CCC(CC)COC(=O)C1=C(C)NC(=O)NC1c1ccc(OC)cc1 (stereo not given)
 : 5	0	-2	-7	-5	1	20
26) C[C@H](CO)N1C[C@H](C)[C@@H](CN(C)C(=O)CC2CC2)Oc2cc(Br)ccc2S1(=O)=O
 : -3	7&-11	1&1&1	2&-6&7	-12	-1&-4&-6	6&-3&-5
27) CC=Cc1ccc2n(c1=O)C[C@@H]1[C@@H](CO)[C@H](C(=O)NCCC)[C@H]2N1C(=O)Nc1cc(F)ccc1F (mixture of isomers)
 : .	-12	1	-1	-2	-25	-3
28) CS(=O)(=O)c1ccc2nc(NC(=O)c3cccc(Cl)c3)sc2c1
 : -39	-33	0	-3	-46	-2	-34
29) CCN1CCN(C(=S)c2ccc(-c3ccccc3)cc2)CC1
 : 13	-7	1	-3	.	-3	21
30) COc1ccc(C(=O)Cn2c(Br)nc3c2c(=O)n(C)c(=O)n3C)cc1
 : .	-7	0	4	-1	-3	10

(further entries)
Values run as follows: PAX8 reporter	LGR2 inh	Casp6 inh	DENV2 CPE rescue	ARNT-TACC3 inh	SIRT5 inh	EWS-Fli inh
31) Fc1ccccc1COc1cccc2cccnc12
 : -101	-36	-3	-1	27	-1	-99
32) O=C(c1ccccc1F)N1C[C@H]2[C@@H](c3ccccc31)[C@H](CO)N2C(=O)c1ccncc1
 : 7	10	2	22*	-3	5	5
33) N#Cc1cccc(-c2ccc(C3[C@H]4CNC[C@@H]3N4C(=O)Nc3ccccc3F)cc2)c1 (stereo not given in full)
 : 0	-23&-22	2&-1	5&-3	.	2&1	2
34) COc1ccc(S(=O)(=O)N(C)C[C@@H]2Oc3c(NS(=O)(=O)c4cn(C)cn4)cccc3C(=O)N([C@H](C)CO)C[C@@H]2C)cc1
 : -15	10	-1	-7	.	-1	-4
35) CN1c2ccc(-c3cccc(F)c3)cc2[C@H]2[C@H](CCN2C(=O)Cc2ccccc2)[C@H]1CO
 : 30	15	-1	-14	7	0	-4
36) COc1ccc(N2CCN(C(=O)c3cc4c(s3)-c3ccccc3OC4)CC2)cc1
 : -14	-3	0	6	1	-4	5
37) CCCCn1c(N)c(N(CC(C)C)C(=O)c2cc(-c3ccco3)nc3ccccc23)c(=O)[nH]c1=O
 : 1	-2	39*	-10	1	1	1
38) OCCC1CN(Cc2cccc(-c3ccco3)c2)CCN1Cc1ccsc1 (stereo not given)
 : 22	20	3	2	.	4	0
39) COc1ccc2nc(SCC(=O)c3c(N)n(C4CC4)c(=O)[nH]c3=O)[nH]c2c1
 : -1	-7	1	0	-21	1	0
40) O=C1CN(Cc2ccccc2)C[C@@H]2[C@H](c3ccc(Br)cc3)[C@@H](CO)N12
 : -10	4	-3	-1	.	-3	4
41) Cc1ccc(C(CCNC(C)c2cccs2)c2ccco2)cc1 (stereo not given)
 : -1	.	5	5	2	-4	19
42) Cc1ccc(S(=O)(=O)CC(N)=O)cc1
 : .	-14	1	5	-3	-3	7
43) CCc1ccc(Nc2n[n+](-c3ccccc3)c(-c3c(Cl)cccc3Cl)s2)cc1
 : 101*	44	.	-2	19	.	40
44) Cc1cccc(C)c1NC(=O)CN1CCN(C/C=C/c2ccccc2)CC1
 : 3	-8	-1	?	.	0	0
45) CCCCN(Cc1ccco1)S(=O)(=O)c1c[nH]c(C(=O)OC)c1
 : 2	5	4	-4	-5	1	0

Record cards, from the list above. Screens in order: PAX8 reporter	LGR2 inh	Casp6 inh	DENV2 CPE rescue	ARNT-TACC3 inh	SIRT5 inh	EWS-Fli inh
Cc1cccc(C)c1NC(=O)CN1CCN(C/C=C/c2ccccc2)CC1 is listed as 3	-8	-1	?	.	0	0
COc1ccc2nc(SCC(=O)c3c(N)n(C4CC4)c(=O)[nH]c3=O)[nH]c2c1 is listed as -1	-7	1	0	-21	1	0
OCCC1CN(Cc2cccc(-c3ccco3)c2)CCN1Cc1ccsc1 (stereo not given) is listed as 22	20	3	2	.	4	0

Remaining list, next part:
Values run as follows: PAX8 reporter	LGR2 inh	Casp6 inh	DENV2 CPE rescue	ARNT-TACC3 inh	SIRT5 inh	EWS-Fli inh
46) O=[N+]([O-])c1ccc(-c2nc(-c3ccncc3)no2)cc1
 : -53	-61	-3	?	-3	-3	-39
47) CCn1c(C(C)NC(C)=O)nc2ccccc21 (stereo not given)
 : -115	-61	0	-5	-6	-4	-72
48) CCc1nnc(NC(=O)CN2CCN(c3ccccc3F)CC2)s1
 : 5	-11	4	-6	-6	0	0
49) OCC1(Cc2ccc(Cl)cc2)CCN(CCCc2ccccc2)CC1
 : 0	22	-3	8	.	-1	19
50) Cc1ccc(C(=O)N[C@@H](C)CN2C3=NC[C@H](C(C)C)N3C[C@H]2Cc2ccc(O)cc2)cc1Br
 : 20	-6	-3	106*	2	.	14
51) C[C@H](CO)N1C[C@H](C)[C@@H](CN(C)Cc2ccc(-c3ccccc3)cc2)Oc2ccc(NS(=O)(=O)c3cccs3)cc2C1=O
 : 5	-15	0	11	0	1	4
52) COc1ccc(N(CC(=O)Nc2cccc(C)c2)S(=O)(=O)c2c(C)noc2C)cc1
 : 2	7	2	2	4	-2	.
53) COCCn1c(C)cc(C(=O)COC(=O)c2ccc([N+](=O)[O-])o2)c1C
 : -68	11	2	-1	52*	2	4
54) C[C@@H]1CCCCO[C@H](CN(C)S(C)(=O)=O)[C@@H](C)CN([C@H](C)CO)C(=O)c2cc(NC(=O)CCC(F)(F)F)ccc2O1
 : 0	-8	-3	116*	-6	2	6
55) Cc1ccc(S(=O)(=O)Nc2nc3cc(C)c(C)cc3[nH]2)cc1
 : 20	-8	-2	.	.	-2	5
56) C[C@@H]1CN([C@@H](C)CO)C(=O)c2cc(C3=CCCC3)cnc2O[C@@H]1CN(C)C(=O)Nc1ccc(C(F)(F)F)cc1
 : .	3	-4	-1	5	1	8
57) O=c1nc(-c2ccccc2Cl)c2cc(F)ccc2[nH]1
 : -9	19	-6	-6	-5	-6	8
58) COCC(=O)Nc1c(C(=O)Nc2ccc3c(c2)OCCO3)oc2ccccc12
 : -195	-51	-3	-1	3	1	-9

Screening data: PubChem BioAssay, Broad Institute
